MEKK2 mut-MEK5: MEK5 binding signal on mutant MEKK2 PB1, primary screen, biochemical, multiplex bead flow cytometry, Alexa488-MEK5; AID 1530, 2009; Alexa488-MEK5 binding to MEKK2 mutant; hit rate 0.35% among 290,000; percent response, % at 10 µM; in the data active = percent response above about 24%, passing the limit was not always enough; also: inactives centre near 1; some results filed as inactive read as strong as hits; reference of the scale not given here
PHOSPHO1 inh: PubChem AID 1565; Phosphoethanolamine/phosphocholine phosphatase (Homo sapiens), Q8TCT1; recombinant PHOSPHO1, absorbance phosphatase assay; inhibition, % at 13.3 µM; hit rate 1.1% among 290,000; in the data active = inhibition above about 60%
Target sequence (Q8TCT1 whole entry, looked up): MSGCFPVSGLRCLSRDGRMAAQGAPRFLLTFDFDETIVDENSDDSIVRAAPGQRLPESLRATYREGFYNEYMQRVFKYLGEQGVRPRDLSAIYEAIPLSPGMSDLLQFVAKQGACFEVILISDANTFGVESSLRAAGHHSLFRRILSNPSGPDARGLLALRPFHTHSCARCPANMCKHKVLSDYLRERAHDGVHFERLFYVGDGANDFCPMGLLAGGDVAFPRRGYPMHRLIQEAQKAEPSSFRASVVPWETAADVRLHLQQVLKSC
NALP1 inh: NALP1 inflammasome inhibitors in reconstituted yeast, colorimetric, S. cerevisiae, triplicate retest; S. cerevisiae NALP1/ASC/caspase-1 growth, X-gal OD620, 72 h; hit rate 0.61% among 280,000; AID 2071, 2009; inhibition, % at 10 µM; in the data active = inhibition mostly above about 24%, no sharp cut-off; inactive = mostly below about 32%; also: some compounds called inactive have numbers as strong as hits
MEKK2 WT-MEK5: modulators of MEK5 binding to wildtype MEKK2, primary screen, biochemical, multiplex bead flow cytometry, Alexa488-MEK5; Alexa488-MEK5 binding to MEKK2 WT; actives lie on both sides; Mitogen-activated protein kinase kinase kinase 2 (Homo sapiens), Q9Y2U5; hit rate 1.1% among 290,000; binding response (% of control), % at 10 µM; AID 1531, 2009; in the data active = binding response below about 67% or above about 130%
GalR3 antag: GalR3 antagonists in HEK293 cells, primary screen, cell-based, fluorescence readout; Galanin receptor type 3 (Homo sapiens), O60755; hit rate 0.44% among 360,000; AID 651719, 2012; HEK293 GalR3-CNG cAMP membrane potential fluorescence; galR3 body fused to GalR1 C-terminus; inhibition, % at 3 µM;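 active = inhibition above the screen-wide average plus 3 SD, cut at about 13% in these data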;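 also: forskolin and galanin both at EC90 stimulate the cells; cAMP rise reported by CNG channel membrane potential dye signal; 0% = forskolin plus galanin with DMSO and 100% = forskolin alone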
GPR7 antag: GPR7 receptor antagonists, primary screen, cell-based, fluorescence, single concentration. Neuropeptides B/W receptor type 1 (Homo sapiens), P48145. GPR7-expressing cells, fluorescence antagonist assay. inhibition, % at 4.4 µM. hit rate 1.1% among 290,000. AID 1861, 2009; in the data active = inhibition above about 16%, passing the limit was not always enough;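 also: cells stimulated with the agonist NPW; 0% = agonist with vehicle and 100% = vehicle without agonist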
OXTR ag: human OXTR agonists, primary screen, fluorescence, CHO-OTR cells, Fluo-8 calcium; Oxytocin receptor (Homo sapiens), P30559; activation, % at 3 µM; AID 2435, 2010; Fluo-8 calcium fluorescence; normalized: DMSO 0%, oxytocin 100%; hit rate 0.32% among 320,000;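 active = activation above the mean of all tested compounds plus 3 SD, cutoff set per screening run, cut at about 20% in these data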;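 also: peak over basal fluorescence ratio from a 100 s FLIPR kinetic read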
Target sequence (P30559 whole entry, looked up): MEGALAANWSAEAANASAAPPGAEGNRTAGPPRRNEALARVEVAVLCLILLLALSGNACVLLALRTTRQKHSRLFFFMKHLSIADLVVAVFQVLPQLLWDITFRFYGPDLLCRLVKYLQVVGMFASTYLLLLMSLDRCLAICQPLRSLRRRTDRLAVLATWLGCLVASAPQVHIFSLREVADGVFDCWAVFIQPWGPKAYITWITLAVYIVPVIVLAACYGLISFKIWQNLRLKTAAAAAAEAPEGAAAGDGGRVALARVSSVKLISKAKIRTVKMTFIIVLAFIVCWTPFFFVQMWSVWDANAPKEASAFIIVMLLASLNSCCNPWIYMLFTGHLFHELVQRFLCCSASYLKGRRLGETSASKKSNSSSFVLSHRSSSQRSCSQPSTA
MEKK3 PB1 HTS: modulators of MEKK3-MEK5 PB1 binding, primary screen, biochemical, wildtype MEKK3, multiplex bead flow cytometry, Alexa488-MEK5 | bead-based flow cytometry, Alexa488-MEK5 binding to MEKK3; actives lie on both sides; 0 = blocked by unlabeled MEK5, 100 = vehicle | Mitogen-activated protein kinase kinase kinase 3 (Homo sapiens), Q99759 | binding response (% of control), % at 10 µM | hit rate 1.4% among 290,000;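 active = binding response more than 3 SD above or below the average of its plate-row segment, actives on both sides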;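 also: Alexa488 bead fluorescence after subtracting the streptavidin-only scavenger bead signal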
V1R ag counter: agonists of human V1a receptor, primary screen, counter-screen for OXTR agonist project, fluorescence, CHO-V1R cells. Fluo-8 calcium fluorescence, agonist mode; 0% DMSO, 100% 3 nM vasopressin. activation, % at 3 µM. hit rate 0.25% among 320,000;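 active = activation above the mean activation of all tested compounds plus 3 SD, per screening run, cut at about 20% in these data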;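 also: signal is peak over basal fluorescence ratio across a 100 second FLIPR read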
Target sequence (P37288 whole entry, looked up): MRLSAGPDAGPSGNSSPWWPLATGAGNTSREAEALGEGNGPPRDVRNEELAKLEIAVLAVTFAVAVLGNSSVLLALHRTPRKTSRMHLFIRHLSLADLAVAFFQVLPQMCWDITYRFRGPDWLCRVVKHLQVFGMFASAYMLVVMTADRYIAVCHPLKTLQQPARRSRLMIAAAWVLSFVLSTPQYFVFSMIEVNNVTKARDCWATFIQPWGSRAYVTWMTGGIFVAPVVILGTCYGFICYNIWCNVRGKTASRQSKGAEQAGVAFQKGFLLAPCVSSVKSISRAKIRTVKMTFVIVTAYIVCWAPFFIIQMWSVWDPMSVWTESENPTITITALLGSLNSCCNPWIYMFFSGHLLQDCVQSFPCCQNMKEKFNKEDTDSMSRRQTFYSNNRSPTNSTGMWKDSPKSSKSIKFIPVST
An asterisk follows results filed as active; . = not tested or not shown.

SMILES	MEKK2 mut-MEK5	PHOSPHO1 inh	NALP1 inh	MEKK2 WT-MEK5	GalR3 antag	GPR7 antag	OXTR ag	MEKK3 PB1 HTS	V1R ag counter
C=CCc1c(C)nc2ccc(C(=O)OCC)cc2c1Cl	-9	28	-1	96	-7	-6	-1.1	106	-0.7
CCC(N=c1cc(-c2ccc(OC)cc2)oc2ccc(C)cc12)C(=O)O (configuration not stated)	-2	-30	24	104	-6	10	-0.2	104	1.4
Cc1cnc(NC(=O)[C@H](C)N2C(=O)C3CCCCC3C2=O)s1 (some centres not stated)	0	24	1	105	1	-10	-0.4	107	-0.9
COc1ccc(NC(=S)NNc2ccc([N+](=O)[O-])cc2S(=O)(=O)Nc2ccc(C)cc2C)cc1	-1	27	18	98	-1	-2	-1.9	99	0.4
Cc1cc(C)c2[nH]c3nc(SCC(=O)O)nnc3c2c1	3	3	12	99	-8	-22	-0.6	102	-0.1
COC(=O)C/C=C/[C@@H](C)[C@@H](/C=N/OCC[C@@H]1C=C[C@H](OC(C)=O)[C@@H](COC(C)=O)O1)NS(=O)(=O)c1ccc(C)cc1	-7	11	16	86	.	-1	-1.9	89	-0.7
CCN(CC)CCCN(C(=O)c1ccco1)c1nc(-c2ccc(Cl)cc2)cs1	39*	47	22	169*	-16	24*	13	108	10.0
COc1ccc(-n2c(SCC(=O)N3CCCCC3)nc(O)cc2=O)cc1	7	11	-4	103	-6	-4	1.5	101	0.3
O=C(c1ccc(Cl)c([N+](=O)[O-])c1)N1CCN(c2ccccc2)CC1	-9	6	-17	92	-6	4	-1.2	93	-1.4
O=C(NC(=S)Nc1ccc(Cl)c(C(=O)O)c1)c1ccco1	0	-13	8	99	0	-22	0.4	100	1.0
CCOC(=O)c1sc(NC(=O)CCN2CCC(C)CC2)c(C(=O)OCC)c1C	0	-8	10	107	-1	0	-0.4	94	0.4
Cc1onc(-c2ccccc2Cl)c1C(=O)NCC1CCCO1 (configuration not stated)	1	7	-20	102	-8	-5	-0.2	101	-0.7
C/C(=N\Nc1nc(N)cc(Cl)n1)c1ccc(F)cc1	-7	34	-9	93	-6	2	-2.7	89	-0.3
O=C(NC1(C(F)(F)F)NC(=O)N(C2CCCCC2)C1=O)c1ccco1 (configuration not stated)	0	14	3	99	-4	-10	-0.7	99	1.0
COC(=O)CSc1nnc(COc2ccc([N+](=O)[O-])cc2)n1C	-1	15	0	99	-5	8	-0.6	103	0.3
O=c1nc2n(c3ncccc13)CCC2	7	-18	-16	101	-1	16	-0.1	102	0.2
CCOc1ccc(Oc2ccc(C(F)(F)F)cc2N)cc1	-1	-10	32	107	2	-7	-2.7	96	-0.5
Cc1ccc(C2CC(c3cccs3)=NN2C(=O)CSC2=NN3CCCC(=O)N=C3S2)cc1 (configuration not stated)	0	-18	34	99	.	-7	-0.2	101	0.4
COc1cccc(-c2cc(C(F)(F)F)c(C#N)c(=O)[nH]2)c1	-1	38	23	100	-8	5	0.2	97	2.7
O=[N+]([O-])c1ccc2nc(-c3ccncc3)[nH]c2c1	2	-23	-8	97	-2	-18	-0.7	96	0.1
Cc1cccc(NCc2ccc(O)c3ncccc23)c1C	-8	49	-32	95	-5	12	1.3	103	0.4
CCO[C@@H]1OC(C(=O)NCc2ccccc2)=C[C@H](c2csc3ccccc23)[C@H]1CCCO	1	22	5	99	-7	11	11	103	7.4
CC(=NCCCn1ccnc1)C1=C(O)c2ccccc2C1=O	1	56	30	96	0	-14	1.2	91	1.1
Cc1ccccc1OCc1nnc(SCCN2CCCC2)n1-c1ccccc1	1	19	-5	103	-8	-1	6.2	101	3.8
COc1ccc(-c2nc(CCNC(=O)c3ccco3)cs2)cc1OC	1	-26	12	109	.	-8	-1.6	107	-0.8
CC(NC(=O)/C(C#N)=C1\N=C(NC(=O)c2cccs2)c2ccccc21)c1ccccc1 (configuration not stated)	-1	2	22	89	-4	-1	-0.5	117	0.6
CN1CCCN(C2C3CC4CC(C3)CC2C4)CC1 (configuration not stated)	.	7	6	.	0	6	0.7	.	0.3
COc1ccc(OC(=O)C2CC(=O)N(c3ccc(C)cc3)C2)cc1 (configuration not stated)	0	14	5	101	-4	4	-0.8	103	-0.7
Fc1cccc(NC(=S)NNc2c3ccccc3nc3ccccc23)c1	-11	20	12	72	-1	-4	.	72	.
CCC(=O)NCc1c(Cl)cccc1-n1cccc1	4	-22	9	100	-2	-4	-0.8	103	-0.1
C=CCOc1ccc(/C=C2\SC(=S)N(C(C(=O)O)c3ccccc3)C2=O)cc1 (configuration not stated)	1	37	5	108	-5	-7	.	110	.
CC(C)Nc1nc(NC(C)C)nc(Oc2ccc(/C=N/O)cc2)n1	7	.	.	94	1	-3	-1.9	124*	-0.8
S=c1[nH]nc(Cc2cccs2)n1-c1cccc2ccccc12	-2	52	11	94	-4	-13	-1.1	100	1.0
O=C(NCc1cccs1)C1CCN(c2nc3ccccc3o2)CC1	.	8	7	.	-3	-5	1.1	.	0.7
COC(=O)C1=C(C)Nc2ncnn2C1c1ccc(OCc2ccccc2)cc1 (configuration not stated)	4	7	3	99	9	5	0.2	101	0.4
COc1ccc(C2C(C(=O)Nc3ccccc3)=C(C)Nc3nc(CCCO)nn32)cc1 (configuration not stated)	5	2	4	99	-2	-9	-0.7	102	-0.5
CCOC(=O)Cn1c(=O)c2c(nc(N3CCCCC3)n2Cc2ccccc2)n(C)c1=O	-10	17	-12	87	-4	2	-2.2	77	-0.6
COc1ccccc1CNc1ncccc1[N+](=O)[O-]	4	38	24	103	-5	-9	-2.3	103	-1.1
O=C(O)c1nn(CC(=O)N2CCN(c3ncc(C(F)(F)F)cc3Cl)CC2)c(=O)c2ccccc12	0	-6	-9	95	-7	-2	3.0	100	4.4
O=C(NCc1ccco1)c1cccc(NS(=O)(=O)c2cccc(F)c2)c1	-2	6	13	95	1	0	0.9	93	2.7
Nc1ccc(OCCc2ccccc2)cc1	3	19	3	105	0	-3	0.9	100	3.9
Cc1cc(C(=O)Nc2cccc(O)c2)c(C)o1	5	41	35*	99	-6	-14	0.3	102	0.3
O=C(CN1CCN(c2ccccn2)CC1)Nc1cccc(C(F)(F)F)c1	5	6	24	104	-8	1	0.1	105	0.8
COc1ccc2c(c1)c(=O)cc(-c1ccccc1)n2C	1	-4	-4	100	-4	-16	-0.2	97	-0.3
Cc1cc(C)c(NC(=O)C2C3/C=C\CCCCC32)c(C)c1 (configuration not stated)	6	27	-6	114	-5	-11	0.4	119	0.2
O=C(NCCc1ccc(Cl)cc1)c1ncn[nH]1	0	10	-3	100	-4	-2	0.0	102	1.1
Cc1nc(-c2cnn(-c3ccccc3)c2)c2cc(C)oc2n1	-2	35	10	104	-5	-5	-2.1	104	-1.1
CCCNC(=O)CN1CCN(c2cc3ccccc3c(Cl)n2)CC1	-6	27	29	97	-10	-11	-1.0	94	0.5
Cc1cccc(Nc2nc(N)c([N+](=O)[O-])c(N3CC(C)OC(C)C3)n2)c1 (configuration not stated)	5	24	6	103	-6	-40	-2.2	103	-1.4
Cc1cc2cc(CNC(=O)CC(C)C)ccc2n1C	3	37	16	103	-6	0	-0.1	100	-1.2
Cc1ccc(C)c(CN2C(=O)c3ccccc3S(=O)c3ccc(C(=O)N4CCN(c5ccccn5)CC4)cc32)c1 (configuration not stated)	-1	-5	-10	99	-4	-17	0.1	105	0.7
COc1cc(C)c(Cl)cc1S(=O)(=O)NCC1CCCO1 (configuration not stated)	-5	22	7	98	0	6	-0.5	100	-0.1
O=C(CNC(=O)c1ccco1)N/N=C/c1c[nH]c2ccccc12	0	-12	-19	98	-4	-10	1.9	102	0.2
CCOc1ccc(N2CC(C(=O)NC3CCCCCC3)CC2=O)cc1 (configuration not stated)	1	19	11	92	-9	-5	-0.9	97	0.4
COc1cc(OC)cc(-c2nc(-c3cc4cc(C)ccc4nc3OC)no2)c1	1	-8	4	101	-2	-5	.	100	.
O=C(NC1C(=O)NNC1c1ccccc1)c1ccccc1 (configuration not stated)	-4	18	7	97	4	-4	0.1	94	0.5
CCOC(=O)CC1CCCCN1C(=O)CCCn1nnnc1CN1CCC(C)CC1 (configuration not stated)	-4	33	23	101	0	-7	-1.1	102	0.2
COc1ccc(-n2c(C)cc(C(=O)COC(=O)Cc3n[nH]c(=O)c4ccccc34)c2C)cc1	-4	2	44	90	0	3	-0.1	88	5.5
NS(=O)(=O)c1ccc(CNC(=O)COc2ccc3c4c(c(=O)oc3c2)CCCC4)cc1	2	20	3	103	5	-2	-0.1	102	-0.1
O=[N+]([O-])c1c(C(Cl)Cl)nn(-c2ccccc2)c1N1CCOCC1	-17	24	-3	78	-6	9	-2.4	88	0.1

The final 5 records of the part above are carried over, then new ones follow.
SMILES	MEKK2 mut-MEK5	PHOSPHO1 inh	NALP1 inh	MEKK2 WT-MEK5	GalR3 antag	GPR7 antag	OXTR ag	MEKK3 PB1 HTS	V1R ag counter
O=C(NC1C(=O)NNC1c1ccccc1)c1ccccc1 (configuration not stated)	-4	18	7	97	4	-4	0.1	94	0.5
CCOC(=O)CC1CCCCN1C(=O)CCCn1nnnc1CN1CCC(C)CC1 (configuration not stated)	-4	33	23	101	0	-7	-1.1	102	0.2
COc1ccc(-n2c(C)cc(C(=O)COC(=O)Cc3n[nH]c(=O)c4ccccc34)c2C)cc1	-4	2	44	90	0	3	-0.1	88	5.5
NS(=O)(=O)c1ccc(CNC(=O)COc2ccc3c4c(c(=O)oc3c2)CCCC4)cc1	2	20	3	103	5	-2	-0.1	102	-0.1
O=[N+]([O-])c1c(C(Cl)Cl)nn(-c2ccccc2)c1N1CCOCC1	-17	24	-3	78	-6	9	-2.4	88	0.1
CC(C)C(=O)Nc1ccc(NC(=O)c2ccc3c(c2)OCO3)cc1	3	-128	-10	107	-10	-13	0.7	104	0.5
Cc1cccn2c(=O)c3cc(C(=O)NC4CCS(=O)(=O)C4)n(Cc4ccccc4)c3nc12 (configuration not stated)	1	13	10	101	-7	-21	2.2	101	3.6
CC(C)OC(=O)C(C#N)c1nc2ccccc2nc1N1CCCC1 (configuration not stated)	4	-16	2	101	.	-4	-2.7	105	-1.4
O=C(NCc1cccnc1)c1ccccc1[N+](=O)[O-]	3	7	.	101	0	-6	0.3	102	0.4
COC(=O)c1ccccc1NC(=O)c1cncc(Br)c1	5	15	0	107	-2	-3	-2.2	104	-1.2
COc1ccc(-n2nnc3c(=O)n(Cc4cccc(C)c4)cnc32)cc1	5	11	21	99	-7	6	2.1	100	0.7
CCC(C#CCN1CCCCC1)(CC)OCCC#N	.	20	18	.	-2	-11	0.4	.	0.4
CC(C)=C1C2CCC1C(C(=O)Nc1sc(C)c(-c3ccc(C(C)C)cc3)c1C(N)=O)C2C(=O)O (configuration not stated)	-2	-3	12	93	-3	-3	-2.9	94	-1.7
